WRN helicase inh – inhibitors of human WRN helicase | Q14191 | WRN helicase unwinding, fluorescent forked duplex, kinetic | Potency, µM (top dose mostly 114 µM), for inactives: at the top dose activity change, negative = inhibition, actives largely listed as inhibitors | hit rate 0.46% among 360,000; further: potency means the concentration at half of the fitted maximal effect; on the % scale 0 is the no-effect control and ±100 the full control effect; nearly all actives have a fitted effect of over 55% in size
Target sequence (Q14191 whole entry, looked up): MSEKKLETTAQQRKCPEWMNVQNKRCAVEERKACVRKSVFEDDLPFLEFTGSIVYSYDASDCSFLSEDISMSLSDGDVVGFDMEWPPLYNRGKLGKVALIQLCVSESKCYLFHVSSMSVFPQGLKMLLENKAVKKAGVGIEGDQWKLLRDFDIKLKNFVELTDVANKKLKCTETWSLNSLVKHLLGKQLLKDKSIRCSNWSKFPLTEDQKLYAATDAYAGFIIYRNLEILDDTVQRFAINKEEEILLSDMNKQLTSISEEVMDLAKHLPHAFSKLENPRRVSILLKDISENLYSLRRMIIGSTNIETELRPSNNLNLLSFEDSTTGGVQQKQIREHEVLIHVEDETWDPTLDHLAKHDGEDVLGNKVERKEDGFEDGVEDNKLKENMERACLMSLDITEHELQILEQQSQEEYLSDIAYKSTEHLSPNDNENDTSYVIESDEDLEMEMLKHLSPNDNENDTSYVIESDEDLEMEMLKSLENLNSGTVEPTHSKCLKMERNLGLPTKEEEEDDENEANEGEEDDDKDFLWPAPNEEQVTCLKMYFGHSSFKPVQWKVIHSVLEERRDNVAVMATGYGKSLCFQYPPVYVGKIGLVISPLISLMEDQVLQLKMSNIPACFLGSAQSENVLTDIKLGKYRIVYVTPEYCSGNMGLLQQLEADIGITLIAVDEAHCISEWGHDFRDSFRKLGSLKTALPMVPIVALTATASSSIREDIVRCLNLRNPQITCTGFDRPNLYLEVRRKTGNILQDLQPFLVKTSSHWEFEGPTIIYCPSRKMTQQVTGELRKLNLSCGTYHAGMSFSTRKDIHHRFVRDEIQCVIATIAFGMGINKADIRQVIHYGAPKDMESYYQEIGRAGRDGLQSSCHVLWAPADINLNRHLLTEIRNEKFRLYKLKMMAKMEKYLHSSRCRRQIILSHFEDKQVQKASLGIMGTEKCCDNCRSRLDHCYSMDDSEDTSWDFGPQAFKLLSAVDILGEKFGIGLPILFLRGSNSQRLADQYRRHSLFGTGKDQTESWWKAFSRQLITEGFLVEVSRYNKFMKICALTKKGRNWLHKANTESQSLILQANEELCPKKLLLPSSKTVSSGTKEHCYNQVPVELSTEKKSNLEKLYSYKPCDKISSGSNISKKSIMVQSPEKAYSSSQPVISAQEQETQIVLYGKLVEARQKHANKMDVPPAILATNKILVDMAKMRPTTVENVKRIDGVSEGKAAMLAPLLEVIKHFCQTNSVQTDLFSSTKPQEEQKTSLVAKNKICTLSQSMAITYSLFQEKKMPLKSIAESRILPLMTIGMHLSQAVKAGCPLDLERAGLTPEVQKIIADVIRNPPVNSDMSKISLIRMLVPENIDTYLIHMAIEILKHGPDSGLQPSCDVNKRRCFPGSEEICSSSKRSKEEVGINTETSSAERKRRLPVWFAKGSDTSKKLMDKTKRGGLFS
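Kinetic fluorescence helicase assay: unwinding of a quenched forked DNA duplex (100 nM final) with 2 mM ATP final raises red fluorescence (525/598 nm). Compounds sat 15 min at room temperature with 20 nM WRN beforehand.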
IL-1B inflam inh – blocks inflammasome-driven IL-1 beta release; THP-1 LPS/ATP IL-1B secretion, AlphaLISA, 16 h; hits give low values; activity change, % at 57.5 µM; hit rate 4.7% among 360,000; AID 743279; in the data active means activity change below about -50%; inconclusive means mostly about -30% to -49%; further: on the % scale 0 is the no-effect control and ±100 the full control effect
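THP-1 cells pretreated 1 hr with compounds (up to 57.5 uM final), then stimulated with LPS (250 ng/mL final) plus ATP (1.25 mM final); secreted IL-1B measured by AlphaLISA after 16 hr, decreased signal indicating inhibition.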
KB-V1 cytotox – KB-V1 MDR subline cytotoxicity. Potency, µM (series often up to 46.1 µM), for the others: at the highest dose activity change, negative = cytotoxicity, actives largely listed as cytotoxic. AID 1347076. KB-V1 MDR cells viability, CellTiter-Glo, 72 h. hit rate 3.4% among 400,000; further: potency means the concentration at half of the fitted maximal effect; on the % scale 0 is the no-effect control and ±100 the full control effect; nearly all actives have a fitted effect of over 60% in size
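KB-V1 cells (P-gp-expressing MDR subline of KB-3-1) in phenol-red-free DMEM with 10% FBS were exposed to library compounds over a concentration series for 72 h at 37 degrees C. Viability read by CellTiter-Glo luminescence; concentration-effect curves fitted after normalization.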
HT1080NT lethal – kills 2HG-producing HT-1080-NT fibrosarcoma cells. hit rate 1.6% among 360,000. Potency, µM (highest dose often 46.1 µM), for inactives: top-dose activity, negative = less viability, most hits filed as cytotoxic. HT-1080-NT fibrosarcoma viability, CellTiter-Glo ATP luminescence, 48 h;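 further: NT is the 2HG producing partner of a matched IDH1 knockdown line; potency means the concentration at half of the fitted maximal effect; 0% = DMSO-treated cells and -100% = media-only wells without cells; nearly all actives have a fitted effect of over 55% in size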
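HT-1080-NT fibrosarcoma cells (2HG-overproducing), 750 cells/well in RPMI with 5% FBS, dosed after 2 h and incubated 48 h at 37C. CellTiter-Glo luminescence normalized to DMSO and no-cell wells; concentration-response curves fitted and classed.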
KB-3-1 tox – kills parental KB-3-1 adenocarcinoma cells; KB-3-1 viability, CellTiter-Glo ATP luminescence, 72 h; Potency, µM (top dose mostly 46.1 µM), inactives show top-dose activity change, negative = cytotoxic, most hits filed as cytotoxic; AID 1347075; hit rate 1.4% among 400,000; further: potency means the concentration at half of the fitted maximal effect; on the % scale 0 is the no-effect control and ±100 the full control effect; nearly all actives have a fitted effect of over 60% in size
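KB-3-1 parental drug-naive adenocarcinoma cells in DMEM/10% FBS, incubated 72 h at 37 C with pin-transferred compounds across a concentration series. Viability by CellTiter-Glo luminescence; concentration-response curves fitted after normalization.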
HT1080 IDH1KD tx – HT-1080 IDH1 knockdown cell toxicity (counter line) | Potency, µM (doses to about 46.1 µM), for the others: at the highest dose activity, negative = toxicity, hits mostly cytotoxic | hit rate 2% among 360,000 | HT-1080 IDH1 knockdown viability, ATP luminescence, 48 h;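 further: potency means the concentration at half of the fitted maximal effect; 0% = DMSO wells and -100% = cell-free medium wells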
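HT-1080-IDH1KD cells (IDH1 knocked down), 750/well in RPMI with 5% FBS, treated with compound 48 h at 37 degrees C. Viability by CellTiter-Glo luminescence, normalised to DMSO and no-cell wells; concentration-response curves classed.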
ATXN2 expr inh – ATXN2 expression inhibition. HEK-293 ATXN2-luciferase reporter, luminescence, 24 h. Potency, µM (top dose mostly 57 µM), without a hit: at the highest dose activity change, negative = inhibition, usual class: inhibitors. hit rate 0.72% among 360,000. AID 1745845; further: potency means the concentration at half of the fitted maximal effect; on the % scale 0 is the no-effect control and ±100 the full control effect; nearly all actives have a fitted effect of over 55% in size
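ATXN2-luciferase reporter cells (luciferase flanked by upstream and downstream ATXN2 gene portions) were treated 24 h at 37 °C with compounds at up to 57 uM. SteadyGlo luminescence gave expression; GF-AFC fluorescence gave viability.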
MCF10A rerep – DNA re-replication induction in MCF 10a cells | MCF 10A DNA re-replication, Hoechst nuclear intensity, 48 h | Potency, µM (titrated, usually from 46.1 µM), inactives show at the top dose activity, positive = re-replication, usual class: activators | hit rate 2.9% among 350,000; further: potency means the concentration at half of the fitted maximal effect; % of control where 0% means no effect; nearly all actives have a fitted effect of over 50% in size
SW480 rereplic – DNA re-replication induction in SW480 cells | SW480 DNA re-replication, Hoechst DNA content imaging, 48 h | Potency, µM (top dose mostly 46.1 µM), for the others: at the highest dose re-replication activation, hits mostly activators | hit rate 1.8% among 340,000; further: potency means the concentration at half of the fitted maximal effect; % of control where 0% means no effect; nearly all actives have a fitted effect of over 55% in size
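Image-based read-out: total Hoechst fluorescence of nuclei (405 nm excitation, 500-530 nm emission), with hits raising the fraction of high-intensity nuclei. SW480 colon cells incubated 48 hr with compounds at 37 C.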
* = called active by the depositor; ? = inconclusive; / = not tested or not shown; [ ] = dose if it differs, or a comment. Unless noted, the call rests on the fitted dose curve; in most records, active means well fitted curve in the direction sought with a large enough effect; inconclusive means small, poorly fitted or top-dose-only effect, or another doubt; inactive means no such curve, though single readings can be large; an effect the other way counts as inactive or inconclusive.

no.	canonical_smiles	WRN helicase inh	ATXN2 expr inh	HT1080NT lethal	HT1080 IDH1KD tx	KB-3-1 tox	IL-1B inflam inh	KB-V1 cytotox	MCF10A rerep	SW480 rereplic
1	O=C(O)C1=C(OCc2ccc(F)c(F)c2)C(=O)NCC1	7%	-32%	-2%	1%	-3%	17	0%	2%	-3%
2	COc1ccc(C(=O)C2CCCN(Cc3cnc(N4CCCC4)s3)C2)cc1OC (centres undefined)	-3%	/	-18%	-11%	-4%	13	-25%	-2%	-1%
3	CSc1nnc(-c2ccc(C(F)(F)F)cn2)o1	-10%	22%	19%	19%	7%	-10	19%	5%	-8%[9.22 µM]
4	CN(C)S(=O)(=O)c1cccc(NC(=O)CSc2nc3ccccc3[nH]2)c1	-8%	-33%	-16%	?	-6%	-61*	-11%	15%	2%
5	CN(C)c1ccc(C(C[N+](=O)[O-])c2c(N)n(C)c(=O)n(C)c2=O)c(F)c1C#N (centres undefined)	-5%	/	?	?	?	-63*	11%	3.7µM*	?
6	O=C1CC(c2ccsc2)Sc2ccccc2N1 (centres undefined)	-2%	-20%	5%	-14%	-3%	13	17%	0%	-4%
7	COC(=O)c1ccc(COC(=O)CCC(=O)c2cccs2)cc1	1%	/	2%	7%	-4%	42	0%	-4%	-8%
8	CC1CC(C)(C)NC(=S)N1CC(=O)NCc1ccc(F)cc1 (centres undefined)	0%	-1%	0%	-5%	-7%	-2	-9%	0%	-3%
9	CCC1CCCCN1C(=O)CSc1nc2c(c(=O)n1C)SC(C)C2 (centres undefined)	?	-4%	0%	0%	-3%	-12	-23%	14%	-5%
10	COc1ccccc1C1(CC(=O)N2CCOCC2)CCOC(C(C)C)C1 (centres undefined)	12%	-20%	10%	20%	-2%	7	3%	3%[9.22 µM]	-2%
11	COc1ccc(/C=C(/C#N)C(=O)Nc2cccc([N+](=O)[O-])c2)cc1C(=O)O	-18%	-14%	0%	-1%	22%	34	0%	-2%	5%
12	CCCCN(Cc1cc2ccccc2[nH]c1=O)C(=O)c1ccccn1	9%	-7%	10%	4%	5%	4	-22%	-11%	-18%
13	O=Cc1ccc(C(=O)OCC(=O)NCCC2=CCCCC2)cc1	-4%	3%	1%	6%	8%	-1	6%	5%	-1%
14	COC(=O)C[C@H]1C=C[C@H](NC(=O)Nc2ccccc2F)[C@@H](CO)O1	0%	/	27%	28%	1%	14	-5%	/	/
15	C=CC1CN(C(=O)OCC(Cl)(Cl)Cl)C2CC3c4ccc(OC)cc4NC3C3CC1C2CO3 (centres undefined)	5%	?	-21%	-21%	-16%	-10	?	-3%	?
16	CCOC(=O)Cc1nc(-c2ccccc2)n[nH]1	3%	7%	?	?	1%	-4	30%	2%	1%
17	CC12CCC(=O)N1C(C(=O)NCc1ccccc1Cl)CS2 (centres undefined)	-7%	-2%	-7%	0%	-4%	8	15%	1%	6%
18	CCOc1ccc(C2NC(=O)NC(C)=C2C(=O)OC)cc1C (centres undefined)	-10%	-4%	2%	-13%	1%	0	4%	5%	-2%
19	COc1ccc(C(=O)N2CCNC(=O)C2CC(=O)Nc2ccc(C)cc2)cc1 (centres undefined)	4%	-10%	3%	14%	-2%	0	5%	-2%	-9%
20	Cc1cc(C)nc(SCC(=O)NN)n1	2%	5%	18%	-6%	27%	30	0%	-2%	-1%
21	CCOC(=O)c1nc2c(ccc3ccccc32)cc1C	-7%	33%	21%	18%	39%	/	-15%	?	?
22	CS(=O)(=O)N1CCN(c2ccc(C(=O)NC3C4CC5CC(C4)CC3C5)cc2[N+](=O)[O-])CC1 (centres undefined)	-11%	-5%	-12%	?	4%	6	12µM*	15%	-4%
23	O=C(OCc1ccccc1)N1CCC2CC1c1ccc(N3CCOCC3)cc12 (centres undefined)	5%	24%	-8%	-1%	-11%	-3	6%	/	/
24	COc1cccc(C(=O)Nc2cccc(-c3nnc(-c4ccco4)o3)c2)c1	-17%	?	?	?	?	0	?	?	-6%
25	CC1=C(C(=O)Nc2ccccc2F)C(c2ccsc2)C2=C(CC(C)(C)CC2=O)N1 (centres undefined)	-2%	/	?	?	?	41	0%	102%	?
26	COc1cc2ccc(C(C)=NNC(N)=S)cc2cc1OC	2%	/	-5%	-1%	-23%	-25	?	/	/
27	N#Cc1ccc(S(=O)(=O)N2CCN(CC(=O)NCC3(N4CCOCC4)CCCCC3)CC2)cc1	-2%	-1%	4%	3%	9%	-5	-6%	20%	-4%
28	CCCN(CCC)C(=O)Nc1cc(Cl)ccc1OC	-16%	-14%	?	2%	-17%	20	0%	0%	0%
29	CCCCN1C(=O)C(O)(CC(=O)c2ccccc2OC)c2ccccc21 (centres undefined)	-2%	4%	14%	6%	19%	19	-18%	29%	-2%
30	Cc1ccccc1Nc1cc(=O)oc2ccccc12	5%	7%	-12%	-25%	-18%	-13	-25%	0%	0%
31	Clc1ccc(CON/C=N/c2ncnc3sccc23)cc1	-6%	-17%	-21%	-15%	-10%	-15	?	?	-4%
32	O=S(=O)(Nc1nc2ccccc2nc1NCc1ccco1)c1ccc(F)cc1	0%	/	-9%	-4%	-16%	70	-25%	2%	3%
33	c1ccc(COc2ncnc3c2ncn3CCCNCc2cccs2)cc1	2%	3%	-16%	-3%	-9%	-27	?	/	/
34	CCn1cc(C(=O)OCC(=O)NCc2ccccc2Cl)c(=O)c2ccc(C)nc21	5%	16%	-23%	-3%	-15%	-21	?	-8%	-2%
35	COc1ccc(CNC(=O)CN(Cc2ccc(F)cc2)C(=O)c2csnn2)cc1	11%	-7%	3%	4%	9%	20	?	5%	-5%
36	Cc1c(N=C2NN=C(c3c[nH]c4ccccc34)CS2)c(=O)n(-c2ccccc2)n1C	-22%	3%	-6%	-2%	-3%	2	-18%	15%	16%
37	CCN(CCCNC(=O)CN(C)S(=O)(=O)c1cccc2nsnc12)c1ccccc1	3%	-3%	-4%	-1%	-7%	-1	?	1%	-1%
38	COC(=O)C1=CN(c2ccc(Cl)cc2)C=C(C(=O)OC)C1c1ccc([N+](=O)[O-])cc1	-2%	-4%	8%	-3%	13%	?	10%	3%	?
39	Cc1ccc(-c2ccccc2NC(=O)C2C3C=CC(C3)C2C(=O)O)o1 (centres undefined)	9%	-6%	0%	-1%	2%	4	2%	18%	4%
40	O=C(Cc1ccc(S(=O)(=O)N2CCOCC2)s1)N1CCN(S(=O)(=O)c2cccc(F)c2)CC1	-6%	7%	0%	-4%	0%	-9	15%	5%	-8%
41	O=C(COC(=O)/C=C/c1ccccc1)Nc1cc(C(F)(F)F)ccc1N1CCOCC1	-3%[57.1 µM]	3%[11.3 µM]	-19%	-12%	5%	17	-1%	-8%	5%

Record cards (already shown):
`COc1cc2ccc(C(C)=NNC(N)=S)cc2cc1OC` in the list: WRN helicase inh: 2%; ATXN2 expr inh: /; HT1080NT lethal: -5%; HT1080 IDH1KD tx: -1%; KB-3-1 tox: -23%; IL-1B inflam inh: -25; KB-V1 cytotox: ?; MCF10A rerep: /; SW480 rereplic: /
`CCCN(CCC)C(=O)Nc1cc(Cl)ccc1OC` in the list: WRN helicase inh: -16%; ATXN2 expr inh: -14%; HT1080NT lethal: ?; HT1080 IDH1KD tx: 2%; KB-3-1 tox: -17%; IL-1B inflam inh: 20; KB-V1 cytotox: 0%; MCF10A rerep: 0%; SW480 rereplic: 0%
`CCn1cc(C(=O)OCC(=O)NCc2ccccc2Cl)c(=O)c2ccc(C)nc21` in the list: WRN helicase inh: 5%; ATXN2 expr inh: 16%; HT1080NT lethal: -23%; HT1080 IDH1KD tx: -3%; KB-3-1 tox: -15%; IL-1B inflam inh: -21; KB-V1 cytotox: ?; MCF10A rerep: -8%; SW480 rereplic: -2%

By substructure: the entries above containing a COOH group (3)
no.	canonical_smiles	WRN helicase inh	ATXN2 expr inh	HT1080NT lethal	HT1080 IDH1KD tx	KB-3-1 tox	IL-1B inflam inh	KB-V1 cytotox	MCF10A rerep	SW480 rereplic
1	O=C(O)C1=C(OCc2ccc(F)c(F)c2)C(=O)NCC1	7%	-32%	-2%	1%	-3%	17	0%	2%	-3%
11	COc1ccc(/C=C(/C#N)C(=O)Nc2cccc([N+](=O)[O-])c2)cc1C(=O)O	-18%	-14%	0%	-1%	22%	34	0%	-2%	5%
39	Cc1ccc(-c2ccccc2NC(=O)C2C3C=CC(C3)C2C(=O)O)o1 (centres undefined)	9%	-6%	0%	-1%	2%	4	2%	18%	4%

Screens (PubChem)
